# PGE2 EP2 inh: inhibitors of human EP2 prostaglandin E2 receptor; P43116; C6 glioma cells expressing human EP2, cAMP TR-FRET; cells stimulated with saturating PGE2; inhibition, % at 25 µM; 260,000 compounds, 0.52% hits;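 active = percent inhibition above 40 after rounding to a whole number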;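 note: rat C6 glioma host cells with rolipram phosphodiesterase inhibitor present; the protocol text gives 20 µM as final concentration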
# Target sequence (P43116 whole entry, looked up): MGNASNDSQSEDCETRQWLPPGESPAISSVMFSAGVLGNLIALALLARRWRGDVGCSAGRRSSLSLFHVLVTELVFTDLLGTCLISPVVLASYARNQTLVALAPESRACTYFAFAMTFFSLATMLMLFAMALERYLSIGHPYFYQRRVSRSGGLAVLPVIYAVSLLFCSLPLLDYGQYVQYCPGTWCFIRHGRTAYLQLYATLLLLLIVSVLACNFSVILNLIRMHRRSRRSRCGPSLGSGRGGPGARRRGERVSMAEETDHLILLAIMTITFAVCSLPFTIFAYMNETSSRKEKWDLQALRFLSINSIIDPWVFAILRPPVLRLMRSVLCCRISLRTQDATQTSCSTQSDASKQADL
# EP2 modulator: EP2 receptor (human) modulation. 260,000 compounds, 0.83% hits. AID 940. EP2-expressing cells, cAMP HTRF FRET, PGE2 co-stimulation. P43116. induction, % at 25 µM;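 active = compounds whose cAMP rise, as percent of the full-agonist control response, exceeds 60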;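 note: rat C6 glioma line stably carrying human EP2 under a CMV promoter; the protocol text gives 20 µM as final concentration; 100% = response of wells given 1 µM PGE2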
# An asterisk follows results filed as active; & = joins results of further samples. Some of the compounds tested (hit frequency here may not be typical).
SMILES,PGE2 EP2 inh,EP2 modulator
CCC1c2ccc(C)n2CCN1C(=O)c1cc(=O)c2cc(C)c(C)cc2o1 (centres undefined),8,-15
CC(=O)Nc1ccc(-n2nnnc2SCC(=O)Nc2cccc(C)c2)cc1,19,-75
Cc1cc(SCC(=O)NC2CCCCC2)nc2ccccc12,11,6
CCCn1c(SCC(=O)Nc2cccc(C)c2C)nnc1-c1ccoc1C,9,28
CC(C)(C)NC(=O)CSc1nc(-c2ccccc2)cc(C(F)(F)F)n1,12,-124
Nc1ncnc2c1ncn2C1CCCC1,16,-16
CC(C)n1c(=O)n(CC(=O)N2CCCC2)c2cccnc21,4,-21
C=CCn1c(=O)c2c(nc(-c3ccc(S(=O)(=O)O)cc3)n2C)n(C)c1=O,19&12,66*
N#CNC1=NCN(CCN2CCOCC2)CN1,8,2
C=CCS(=O)C[C@H](N)C(=O)O (some centres undefined),12,7
CCC(C)(C)n1nnnc1CN(Cc1cc2cc(C)ccc2[nH]c1=O)C1CCCCC1,35,38
Cc1cc(-c2ccc(Cl)cc2)n2nc(C)cc2n1,8,8
COc1ccc(O)c(CN(Cc2ccccn2)C2CC(C)(C)NC(C)(C)C2)c1,3,4
Cc1cc2nnn(C[C@@H](C)NC(=O)Cc3ccc(F)cc3)c2cc1C,8,-1
NC(N)=NCCCC(=O)O,14,-5
C[n+]1cccc(C(=O)[O-])c1,7,28
COc1ccccc1N1CCN(CCCCNS(=O)(=O)c2cccc3c(N(C)C)cccc23)CC1,15,-6
C#CCCN1CCN(Cc2cnc(N3CCCCC3)nc2)CC1,10,-3
Cc1cccc(N(CC(=O)NC2CCCCC2)C(=O)c2nsc(Cl)c2Cl)c1,12,26
Cc1csc(NC(=O)/C=C\C(=O)O)n1,7,10
COc1ccc(OC)c(NC(=O)CSc2nnc3c4c(C)c(C)sc4ncn23)c1,11,-2
NCCSCCC(=O)O,6,32
O=C(c1cccs1)N1CCC(c2nc(-c3ccc(S(=O)(=O)N4CCCC4)cc3)no2)CC1,8,-19
CN[C@@H]1[C@H](OC2[C@H](O[C@H]3[C@H](O)[C@@H](O)[C@H](N=C(N)N)[C@@H](O)[C@@H]3N=C(N)N)O[C@@H](C)[C@]2(O)C=O)O[C@@H](CO)[C@H](O)[C@H]1O (some centres undefined),12,-10
C#CCOc1ccc(-c2nc3cnccn3c2NCc2cccs2)cc1OC,11,-89
CN(C)C(=O)N1CCN(S(=O)(=O)c2ccc3ccccc3c2)CC1,5,-77
CCC(=O)Nc1ccc(NC(=O)Cn2nnc3ccccc32)cc1,5,-36
CCN(Cc1cc2cc(C)ccc2[nH]c1=O)C(=O)c1ccccc1F,14,-60
CCOc1cc(CCC(=O)N(C)Cc2cccc3ncccc23)on1,9,-5
Cc1occc1-c1nnc(SCC(=O)N2CCOCC2)n1CC1CCCO1 (centres undefined),5,-5
CCc1ccc2[nH]c(=O)c(CN(CCCO)C(=O)c3ccccc3)cc2c1,6,-37
CCN(CC)C(=O)Cn1cc(C(=O)C(C)(C)C)c2ccccc21,9,-45
Cc1ccc2[nH]c(=O)c(CN(Cc3cccnc3)C(=S)NCCc3ccccc3)cc2c1,14,-27
C=CCn1c(SCC(=O)NC2CCCCC2)nnc1-c1ccncc1,10,-11
CCC(=O)N1CCN(c2ccc(NC(=O)COc3ccccc3C)cc2)CC1,6,-2
CCOc1ccc2[nH]c(=O)c(CN(CCOC)C(=O)c3ccc(F)cc3)cc2c1,9,10
COc1cc(CN2C[C@@H]3CCCN3C[C@@H]2Cc2ccccc2)ccc1OCC(N)=O,7,-35
Nc1nc(Nc2ccccc2)nc(C(F)(F)F)n1,13,-23
COCCn1nnnc1C(C(C)C)N(Cc1ccccc1)Cc1cc2cc(C)c(C)cc2[nH]c1=O (centres undefined),13,54
Cn1c(=O)c2cc(S(=O)(=O)NC3C4CCCCC43)ccc2n(C)c1=O (centres undefined),3,-64
COc1ccc(Cn2nnnc2C(c2cc3c(C)cc(C)cc3[nH]c2=O)N2CCc3ccccc32)cc1 (centres undefined),14,-16
CCn1c2ccccc2n2c(=O)n(CC(=O)N3CCC(C(N)=O)CC3)nc12,6,14
Cc1cc(C)c2cc(CN(CCCN3CCCC3=O)S(=O)(=O)c3ccccc3)c(=O)[nH]c2c1,15,-46
CC(=O)NC1(c2ccc(F)cc2)CCN(Cc2c(C)oc3ccccc23)CC1,3,-42
Cc1c(C(=O)N2CCc3c(nc(N4CCC(C)CC4)[nH]c3=O)C2)cnn1C,9,14
COc1ccc(C)cc1NC(=O)CSc1nc2c(c(=O)n(C)c(=O)n2C)n1Cc1ccccc1,12,44
COCCNC(=O)c1cn(C[C@H]2CCCN(C(=O)c3ccco3)C2)nn1,3,-14
CC(C)(C)NC(=O)c1ccccc1NC(=O)c1cccs1,22,17
COc1ccc(C2(C(=O)N[C@H](C)Cn3nnc4ccccc43)CC2)cc1,6,-28
CCc1nc2ccc(NC(=O)c3csc(C(C)=O)c3)cc2[nH]1,8,-38
O=C(O)CCC/C=C\C[C@@H]1[C@@H](/C=C/[C@H](O)C2Cc3ccccc3C2)[C@@H](F)C[C@@H]1O,9,16
COc1ccc(N2CC(C(=O)OCC(=O)Nc3cccc(Cl)c3C)CC2=O)cc1 (centres undefined),8,9
COc1cc(NC(=O)c2cc(-c3ccc(C)cc3)on2)cc(OC)c1OC,9,-32
CCN1CCCC1CN(Cc1ccccn1)Cc1n[nH]nc1-c1ccccc1 (centres undefined),10,3
COc1cccc(NC(=O)CSc2nnnn2C2CCCCC2)c1,3,-102
CC(=O)COC(=O)c1cc(-c2ccc(Cl)cc2)nc2ccccc12,12,-18
Cc1ccc(-c2nsc3c(=O)n(-c4c(C)n[nH]c4C)cnc23)cc1,7,-109
Oc1c(Cl)cc(-c2nc3cnccn3c2NCc2cccs2)cc1Cl,14,-20
CC1CC(C)CN(C(=O)Cn2ncc3cccn3c2=O)C1 (centres undefined),4,-42
Cc1cc(C)nc(N2CCCC(C(=O)Nc3ccc(C(F)(F)F)cc3)C2)n1 (centres undefined),8,-22

# Record cards, from the list above. Order of screens: PGE2 EP2 inh | EP2 modulator
# `COc1ccc(C2(C(=O)N[C@H](C)Cn3nnc4ccccc43)CC2)cc1` across the screens: 6 | -28
# `COc1ccc(N2CC(C(=O)OCC(=O)Nc3cccc(Cl)c3C)CC2=O)cc1` (centres undefined) across the screens: 8 | 9
# `C#CCOc1ccc(-c2nc3cnccn3c2NCc2cccs2)cc1OC` across the screens: 11 | -89
# `CCn1c2ccccc2n2c(=O)n(CC(=O)N3CCC(C(N)=O)CC3)nc12` across the screens: 6 | 14
# `CC(C)n1c(=O)n(CC(=O)N2CCCC2)c2cccnc21` across the screens: 4 | -21

# (next part)
SMILES,PGE2 EP2 inh,EP2 modulator
O=C(COc1ccccc1Br)Nc1nc2ccccc2s1,16,-94
O=C(NCc1noc(-c2ccccc2)n1)C1OCOc2ccccc21 (centres undefined),3,-122
CS(=O)(=O)N1CCc2cc(C(=O)N3C4CCC3CC(c3ccc(F)cc3)C4)ccc21 (centres undefined),2,-36
Cc1cc2ccccc2nc1SCC(=O)c1ccccc1,9,81*
O=C(NC1CCCCC1)N1CCC(NC(=O)C23CC4CC(CC(C4)C2)C3)CC1,6,5
CC(=O)c1cn(CC(=O)N2CCc3ccccc3C2)c2ccccc12,10,-78
Cc1ccc2cc(C(c3nnnn3Cc3ccccc3)N(C)C3CCCCC3)c(=O)[nH]c2c1C (centres undefined),14,-4
Cc1ccc2cc(CN(C3CCCCC3)C(c3nnnn3C3CCCCC3)C(C)C)c(=O)[nH]c2c1 (centres undefined),10,-75
COc1ccc(NC(=S)N(CCN(C)C)Cc2cc3cc(C)c(C)cc3[nH]c2=O)cc1,11,-65
CCCc1nnc(NC(=O)C(C)Oc2ccc(Cl)cc2Cl)s1 (centres undefined),11,-26
CCn1c2ccccc2c2cc(CNCC3CCCO3)ccc21 (centres undefined),10,-104
O=C(O)CCN1CCNCC1,5,18
CCOC(=O)Cc1csc(NC(=O)CSc2nc3ccc(C)cc3cc2C)n1,11,-82
CNC(=S)N(Cc1ccccc1OC)Cc1cc2ccc(OC)cc2[nH]c1=O,13,-31
O=C(O)Cc1cccc2c(=O)cc(-c3ccccc3)oc12,9,21

# 3 compounds out of the list, arranged by molar mass, descending:
SMILES,PGE2 EP2 inh,EP2 modulator
Cc1ccc2cc(C(c3nnnn3Cc3ccccc3)N(C)C3CCCCC3)c(=O)[nH]c2c1C (centres undefined),14,-4
CS(=O)(=O)N1CCc2cc(C(=O)N3C4CCC3CC(c3ccc(F)cc3)C4)ccc21 (centres undefined),2,-36
O=C(O)CCN1CCNCC1,5,18

# Other results follow:
SMILES,PGE2 EP2 inh,EP2 modulator
CCOc1nc(C)ccc1-c1noc(-c2ccccc2F)n1,18,-48
CCn1cc(C(=O)O)c(=O)c2cc(F)c(N3CCN(C(=O)c4ccccn4)CC3)cc21,6,-12
CCOC(=O)Cc1[nH]nc2c1C(c1ccncc1)C(C#N)=C(N)O2 (centres undefined),10,-2
Cn1c(=O)[nH]c2ncn(C)c2c1=O,9&13&11,24&23
CCOCCn1c(N2CCOCC2)nc2c1c(=O)n(C)c(=O)n2C,6,16
Cc1c(NC(=O)COc2ccc3nsnc3c2)n[nH]c1-c1cccs1,37,-23
COc1ccc(C2(C(=O)N3CCC(n4nnc5ccccc5c4=O)CC3)CC2)cc1,2,-33
COCCSc1nnc(NC(=O)c2ccc(C(C)(C)C)cc2)s1,8,-27
COc1ccc(OC)c(CN(Cc2cnc(N)nc2)CC2CCCO2)c1 (centres undefined),8,18
COc1cc(NC(=O)CSc2nccn2C)c(OC)cc1Cl,8,-32
CCN1CCCC1CN(Cc1cc2ccc(C)c(C)c2[nH]c1=O)C(=O)Nc1cccc(Cl)c1 (centres undefined),10,-43
CN(C)C(=O)c1c(NC(=O)c2cccs2)sc2c1CCC(C(C)(C)C)C2 (centres undefined),17,47
COc1ccc(Cn2nnnc2C(c2cc3cccc(C)c3[nH]c2=O)N2CCCCC2)cc1 (centres undefined),10,-25
CCOc1cc(NC(=O)c2cccs2)c(OCC)cc1NC(=O)c1ccc(F)cc1,5,1
Cc1cccc(Cn2c(SCCO)nc3c2c(=O)[nH]c(=O)n3C)c1,10,0
Cc1ccc2cc(CN(CCN3CCOCC3)C(=O)Nc3ccccc3)c(=O)[nH]c2c1,9,-11
CCc1cc2cc3c(cc2nc1SCC(=O)Nc1ccc(S(=O)(=O)N2CCCC2)cc1)OCO3,4,-7
CC1CCCCN1C(=O)CSc1nnc(-c2ccco2)n1Cc1ccco1 (centres undefined),12,-1
CCOCCCNC(=O)CSc1ncnc2c1sc1nc3ccccc3cc12,11,-36
COC(=O)C[C@H]1C2(C)C[C@@]34OC5(C)OC6(C(OC(C)=O)[C@@]3(OC(C)=O)[C@H]2OC(C)=O)C2CC(=O)O[C@@H](c3ccoc3)[C@]2(C)CCC6(O5)[C@]14C (some centres undefined),14,14
O=C(NC1CCCCC1)N1CCN(C2CCCC2)CC1,3,15
CCC(C)(C)NC(=O)CN(C(=O)CCC(=O)Nc1nccs1)C1CCCCC1,14,-18
Cc1ccccc1OC1C(=O)N(C2CCCC2)C1c1ccc2c(c1)OCO2 (centres undefined),9,61*
Cc1cccc2cc(CN(C(=O)C3CCC3)C3CCCCC3)c3nnnn3c12,9,14
COc1ccc(CCNS(=O)(=O)c2ccc(C(=O)N3CCc4ccccc43)cc2)cc1OC,8,-33
CC(C)(CO[C@@H]1C[C@@H]2CC[C@@]1(C)C2(C)C)[N+](=O)[O-],11,-5
COCCn1c(SCC(=O)Nc2nc3ccccc3s2)nnc1C(C)C,4,5
O=C(CSc1nnc(-c2ccccc2)n1Cc1ccco1)N1CCOCC1,10,-11
Cc1ccc2oc(=O)n(CCCOc3ccccc3Cl)c2c1,2,40
CC(=O)N(CCCN1CCOCC1)c1nc(-c2ccc(Cl)cc2)cs1,16,-32
COc1ccc2c(CN(CCCn3ccnc3)Cc3ccc(C)s3)c[nH]c2c1,5,-20
COC(=O)Cc1[nH]nc2c1C1(C(=O)Nc3ccccc31)C(C#N)=C(N)O2 (centres undefined),14,8
Cc1ccc2nc(N3CCNC3=O)c(C)cc2c1,5,-3
C=CC1(C)CC(=O)C2(O)C(C)(O1)C(OC(C)=O)C(O)C1C(C)(C)CCC(O)C12C (centres undefined),10,102*
CC1CCN(C(=O)C2CCN(S(C)(=O)=O)CC2)CC1,7,-8
COc1cccc(NC(=O)c2sc(NC(=O)/C=C/c3ccccc3)nc2C)c1,11,-63
CCC(C)(C)NC(=O)C(c1ccccc1F)N(C(=O)c1csnn1)C1CC1 (centres undefined),7,-16
CN(CCOc1ccccc1)Cc1cnc(N2CCCCC2)nc1,8,-38
COc1ccc(OC)c(C2/C(=C(/O)c3ccc(C)cc3)C(=O)C(=O)N2CC(C)O)c1 (centres undefined),8,20
Cc1onc(C(=O)NC2(c3ccccc3F)CCCC2)c1Cn1cccn1,6,16
O=C(NC1CCCC1)c1cc(-c2ccccc2)on1,11,-107
CCn1c(COc2ccc(OC)cc2)nnc1SCc1ccc(Cl)cc1,12,-8
O=C(COC(=O)c1cccs1)c1ccc(Cl)cc1,18,10
CC1CCc2c(sc3ncn(CC(=O)OC(C)C)c(=O)c23)C1 (centres undefined),6,-47
CS(=O)(=O)N(CC(=O)NC1CCCC1)c1ccc2c(c1)OCO2,10,-26
CCCc1cc(=O)[nH]c(NCCc2ccccc2)n1,10,-9
CN(C(=O)CSc1nnc(-c2ccc(S(=O)(=O)N3CCOCC3)cc2)n1C)C1CCCCC1,9,-4
COc1cccc(C2CC(c3cccc(NS(C)(=O)=O)c3)=NN2C(C)=O)c1OC (centres undefined),6,-18
CCOc1ccc2cc(C#N)c(SCC(=O)N3CCc4ccccc43)nc2c1,14,32

# Assay outcomes as filed in PubChem BioAssay.
